SNCA expr inhib = Primary qHTS assay for inhibitors of alpha-synuclein gene (SNCA) expression; HEK-293 SNCA-luciferase knock-in, luminescence, 24 h; Potency, µM (series often up to 57.2 µM), without a hit: top-dose activity change, negative = inhibition, most hits filed as inhibitors; 140,000 compounds, 0.17% hits;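 further: potency means the concentration at half of the fitted maximal effect; plate controls were DMSO cells for no effect and cell-free wells for full effect; nearly all actives have a fitted effect of over 45% in size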
GPT2 inh = Primary qHTS assay for inhibitors of Glutamate pyruvate transaminase 2 (GPT2); Alanine aminotransferase 2 (Homo sapiens), Q8TD30; Recombinant GPT2, coupled pyruvate oxidase/HRP Amplex Red fluorescence; Potency, µM (highest dose often 57.7 µM), for the others: top-dose activity change, negative = inhibition, most hits filed as inhibitors; 100,000 compounds, 0.25% hits; AID 1671188, 2021; further: potency means the concentration at half of the fitted maximal effect; nearly all actives have a fitted effect of over 60% in size; many of its hits are not listed in these tables
Target sequence (Q8TD30 whole entry, looked up): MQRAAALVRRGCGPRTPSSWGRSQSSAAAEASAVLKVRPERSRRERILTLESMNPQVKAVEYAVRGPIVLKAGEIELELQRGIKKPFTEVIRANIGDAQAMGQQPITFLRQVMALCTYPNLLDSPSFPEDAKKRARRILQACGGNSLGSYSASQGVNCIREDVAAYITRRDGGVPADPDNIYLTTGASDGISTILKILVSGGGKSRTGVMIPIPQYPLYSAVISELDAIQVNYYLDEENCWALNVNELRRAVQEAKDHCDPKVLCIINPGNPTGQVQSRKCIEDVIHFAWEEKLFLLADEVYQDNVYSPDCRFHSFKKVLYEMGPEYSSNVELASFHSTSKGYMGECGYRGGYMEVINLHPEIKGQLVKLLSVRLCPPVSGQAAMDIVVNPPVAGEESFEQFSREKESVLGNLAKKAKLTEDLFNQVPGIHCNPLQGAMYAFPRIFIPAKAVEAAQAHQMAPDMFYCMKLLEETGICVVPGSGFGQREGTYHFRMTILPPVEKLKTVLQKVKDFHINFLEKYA
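Fluorescence read-out: pyruvate from GPT2 turnover coupled to pyruvate oxidase, HRP and Amplex Red (0.2mM ThPP, 0.2U/mL PO and HRP, 50uM Amplex final). Substrates 250uM a-KG, 2mM L-alanine; enzyme 10ng/uL; 30 min RT.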
HEK cytotox = Cytotoxic Profiling in HEK 293 Cell Line of Diverse Libraries Using Quantitative High-Throughput Screening; HEK 293 viability, ATP luminescence (CellTiter-Glo), 48-72 h; Potency, µM (series often up to 115 µM), for inactives: at the highest dose activity change, negative = cytotoxicity, hits mostly inhibitors; 94,000 compounds, 6.6% hits; further: potency means the concentration at half of the fitted maximal effect; nearly all actives have a fitted effect of over 60% in size
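Cytotoxicity was scored by loss of ATP-coupled luminescence (CellTiter-Glo) in HEK 293 cells. Compound treatment ran 48 or 72 hr at 37 degree Celsius, 5% CO2, 95% humidity.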
Luciferase inh = Firefly luciferase inhibition profiling of diverse chemical library using quantitative high-throughput screening; AID 1347043, 2019; Potency, µM (highest dose often 115 µM), without a hit: at the highest dose activity change, negative = inhibition, actives largely listed as inhibitors; Luciferin 4-monooxygenase (Photinus pyralis), P08659; 76,000 compounds, 2.5% hits; purified P. pyralis luciferase, luminescence, biochemical; further: potency means the concentration at half of the fitted maximal effect; nearly all actives have a fitted effect of over 65% in size
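Luminescence read by CCD imager after adding enzyme (10nM final) to wells holding compound, titrated in qHTS. Substrates 10uM each D-luciferin and ATP; buffer 50mM Tris acetate pH 7.5, 10mM Mg acetate, Tween-20, BSA.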
SNCA viab count = GF-AFC viability counterscreen for inhibitors of alpha-synuclein gene (SNCA) expression; AID 1671193, 2021; Potency, µM (titrated, usually from 57.1 µM), for inactives: at the highest dose activity change, negative = cytotoxicity, usual class: cytotoxic; 150,000 compounds, 0.12% hits; HEK-293-SNCA-luc viability, GF-AFC fluorescence, 24 h;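 further: potency means the concentration at half of the fitted maximal effect; 0% = DMSO-treated cells and -100% = medium-only wells without cells; nearly all actives have a fitted effect of over 30% in size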
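Cytotoxicity counterscreen: after 24 h compound treatment of genome-edited SNCA-luciferase HEK-293 cells, live-cell protease substrate GF-AFC read by fluorescence after 30 min; activity scaled between DMSO (0%) and medium-only (-100%), curves Hill-fitted.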
NIH3T3 tox = Cytotoxic Profiling in NIH 3T3 Cell Line of Diverse Libraries Using Quantitative High-Throughput Screening | NIH 3T3 viability, CellTiter-Glo ATP luminescence, 48-72 h | Potency, µM (titrated, usually from 96.7 µM), for inactives: at the top dose activity change, negative = cytotoxicity, usual class: inhibitors | 94,000 compounds, 4.3% hits; further: potency means the concentration at half of the fitted maximal effect; nearly all actives have a fitted effect of over 55% in size
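Cytotoxicity is measured as loss of cellular ATP: NIH 3T3 cells (400/well) are exposed to compound for 48 or 72 hr at 37 °C, then CellTiter-Glo luminescence is imaged after 10 min at room temperature.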
IP6K1 inh = Primary qHTS assay for small molecule inhibitors of Inositol hexaphosphate kinase 1 (IP6K1) | IP6K1 kinase, ADP-Glo luminescence, 2 h; active compounds read low | Inositol hexakisphosphate kinase 1 (Homo sapiens), Q92551 | activity change, % (series mostly up to about 58 µM) | 140,000 compounds, 0.81% hits; in the data active means activity change below about -25%
Target sequence (Q92551 whole entry, looked up): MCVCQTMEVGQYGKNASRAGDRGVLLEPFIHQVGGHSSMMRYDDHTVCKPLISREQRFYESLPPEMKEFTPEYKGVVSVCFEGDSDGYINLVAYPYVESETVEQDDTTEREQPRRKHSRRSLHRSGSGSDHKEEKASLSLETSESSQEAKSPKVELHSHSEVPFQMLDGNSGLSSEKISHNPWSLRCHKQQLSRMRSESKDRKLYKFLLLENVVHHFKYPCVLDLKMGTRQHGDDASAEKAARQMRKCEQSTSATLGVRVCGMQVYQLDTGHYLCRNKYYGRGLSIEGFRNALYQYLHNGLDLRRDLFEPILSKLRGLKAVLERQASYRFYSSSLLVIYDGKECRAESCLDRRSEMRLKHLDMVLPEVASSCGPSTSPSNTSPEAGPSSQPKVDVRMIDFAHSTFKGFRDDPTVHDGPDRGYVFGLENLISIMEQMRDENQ
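ADP-Glo luminescence measures ADP made by human IP6K1 during a 2 h RT reaction with ATP/IP6 (mix at 1.3 mM/130 uM); top library doses 57.5 and 19.1 uM final.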
Starred values were filed as active, the others as inactive; i = inactive; ? = inconclusive; / = no result given; & = joins results of further samples; [ ] = another dose, or the depositor's remark. Unless noted, the call rests on the fitted dose curve; in most records, active means well fitted curve in the direction sought with a large enough effect; inconclusive means small, poorly fitted or top-dose-only effect, or another doubt; inactive means no such curve, though single readings can be large; an effect the other way counts as inactive or inconclusive. Unless noted, on the % scale 0 is the no-effect control and ±100 the full control effect. An excerpt (hit frequency here may not be typical).

Molecule	SNCA expr inhib	GPT2 inh	HEK cytotox	Luciferase inh	SNCA viab count	NIH3T3 tox	IP6K1 inh
Cc1oc2ncn(C)c(=O)c2c1C(=O)N1CCN(c2ccc(Cl)cc2)CC1	-23%	/	/	/	-6%	/	7
O=C(O)CCC(=O)NC1CC2(CCN(C(=O)c3ccccc3)CC2)c2ccccc21 (stereo not drawn)	14%	i	i	/	2%	0%	14
CC[C@@]1(O)CCN(C(=O)c2[nH]nc(-c3ccc(Cl)cc3)c2C)C[C@H]1O	2%	-8%	-21%	2%	-6%	-2%	21
O=C(c1ccncc1)N1CCCCCCn2c(nnc2-c2ccc(F)cc2)CC1	-2%	i	-19%	-3%	5%	-20%	-7
Cc1nn(C(C)C(=O)NC2CCC(C)CC2)c(=O)c2cc3sccc3n12 (stereo not drawn)	3%	/	/	/	7%	/	-8
COC[C@@H]1CN(Cc2cccc(OC)n2)C[C@H]1C(N)=O	1%	i	-1%	0%	-21%	i	7
CC[C@@]1(C(=O)O)C[C@H](C(=O)NCc2cccnc2)[C@H](c2ccc(F)cc2)N1C	9%	-6%[11.5 µM]	i	14%	-2%	-1%	-6
COc1ccc(-c2nc3c(c(=O)[nH]2)CCN(C(=O)c2cc(Cl)ccc2OC)C3)cc1	?	-3%	-21%	-9%	1%	-19%	20
Cc1ccc(OCC(=O)N2CC(Oc3ccc(-c4noc(-c5ccccc5)n4)cc3)C2)cc1	0%	i	-2%	/	12%	-29%	8
CC(C)n1cc2cc(C(=O)N3CCN(Cc4ccc5c(c4)OCO5)CC3)sc2c1	-22%	?	?	-5%	4%	-23%	6
COc1cccc(CNC(=O)CCC2CCN(C(=O)c3ccccc3)CC2)c1	-19%	i	?	1%	5%	-2%	9
COc1ccc(NC(=O)CN2C(=O)COc3ccc(S(=O)(=O)N4CCCCC4)cc32)cc1OC	-11%	/	/	/	-14%	/	-8
COc1ccc(-c2noc(-c3ccc(N4CCN(C)CC4)c([N+](=O)[O-])c3)n2)cc1	74%[activator]	/	/	/	2%	/	-1
CCCc1nnc(NC(=O)c2nc(S(=O)(=O)Cc3ccc(C)cc3)ncc2Cl)s1	5µM*	/	/	/	28µM*	/	-33*
O=C(O)CCC(=O)NC[C@H]1Cn2c(-c3ccc(F)cc3)cnc2CO1	4%[87.6 µM]	1%[88.5 µM]	i	-8%[172 µM]	7%[87.6 µM]	i	-11
CN1CC2(CCN(C(=O)c3ccnn3C)CC2)CC1C(=O)N1CCOCC1 (stereo not drawn)	?	4%	-3%	4%	-12%	i	-12
COCC1CN(C)CC12CCN(C(=O)Cc1ccc(OC)cc1)CC2 (stereo not drawn)	-15%	2%	?	-1%	1%	-10%	11
CN(C)[C@@H]1CN(C(=O)c2cccs2)CC[C@@H]1CO	-10%	i	-8%	-3%	-2%[12.5 µM]	-7%	11
CC(C)C[C@@H](NC(=O)C1=C[C@@H](NC(=O)Cc2cccs2)[C@@H](O)[C@H](O)C1)C(N)=O	5%[87.6 µM]	i	-19%[172 µM]	-5%[172 µM]	10%[87.6 µM]	1%[174 µM]	4
COc1cccc(CC(=O)N2CCCC(CN3CCCC3)CC2)c1 (stereo not drawn)	9%	-5%	-8%	4%	-15%	3%	-13
CC(=O)N1CCC(C(=O)N[C@H]2CCN3C(=O)N(c4cccc(C(F)(F)F)c4)C(=O)[C@@H]3C2)CC1	-10%	i	-5%	9%	0%	-6%	-16
COc1ccccc1CN(C)C1CCc2ccccc21 (stereo not drawn)	-15%&-17%[87.6 µM]	i	?	-6%&9%[172 µM]	8%&-10%[87.6 µM]	?	6&-7
CC(=O)N1CCN(C(=O)c2ccc3nnc(-c4ccc(OC(F)(F)F)cc4)n3c2)CC1	17%	0%	1%	/	-1%	-22%	6
Cc1ccc(NC(=O)/C(C#N)=C/c2ccccc2Cl)cc1C	11%	/	/	/	25%	/	-4

Reprinted from the part before: 2 entries, then new ones.
Molecule	SNCA expr inhib	GPT2 inh	HEK cytotox	Luciferase inh	SNCA viab count	NIH3T3 tox	IP6K1 inh
CC(=O)N1CCN(C(=O)c2ccc3nnc(-c4ccc(OC(F)(F)F)cc4)n3c2)CC1	17%	0%	1%	/	-1%	-22%	6
Cc1ccc(NC(=O)/C(C#N)=C/c2ccccc2Cl)cc1C	11%	/	/	/	25%	/	-4
COc1ccc(OC)c(CNC(=O)C2(C)CCCCC(=O)N2)c1 (stereo not drawn)	-3%	i	9%	-2%	-11%	i	32
CN(C)[C@H]1CCCCN(CC2CCC(N)CC2)C1 (stereo partly drawn)	19%	2%	-2%	-1%	1%	i	4
O=C1Cc2c(-c3ccccc3Oc3ccccc3)n[nH]c2CN1CCc1ccncc1	-11%[87.6 µM]	i	?	-10%[172 µM]	3%[87.6 µM]	?	-3
Cc1cc2nc(CCNC(=O)[C@H]3CCC[C@@H](O)C3)[nH]c2cc1C	4%	-5%	2%	-4%	1%	i	33
CC1(c2ccccc2)N(Cc2ccccc2)C(=O)OC12CCN(C(=O)c1cccc(O)c1)CC2 (stereo not drawn)	4%	3%	79µM*	-16%	-1%	?	-4
Cc1nc(C)c(C(=O)N2CCC3(CC2)CCC(O)(CN(C)C)CC3)s1	-3%	i	-30%	18%	6%	-10%	-15
CC1=C(C(=O)Nc2ccc(C)cc2C)C(c2ccccc2)n2ncc(C(=O)Nc3ccccc3)c2N1 (stereo not drawn)	-5%	/	/	/	-9%	/	-1
O=[S+]1([O-])NCC2(CCCN(Cc3c(F)cccc3Cl)C2)Oc2ncccc21 (stereo not drawn)	9%	4%	-7%	/	-4%	i	7
CCCCN(CCCC)CC(O)Cn1cc(/C=C/C(=O)c2ccccc2)c2ccccc21 (stereo not drawn)	3%	/	/	/	11%	/	0
CCS(=O)(=O)c1nc2ccccc2n1CC(=O)Nc1ccccc1C(=O)OC	125%[activator]	/	/	/	-18%	/	-11
Cc1ccc2[nH]cc(C(c3ccccc3)c3ccc(Cl)s3)c2c1 (stereo not drawn)	?	/	/	/	?	/	15
O=C(Nc1ccccc1)O[C@@H]1CO[C@H]2[C@@H]1OC[C@@H]2NC(=S)Nc1ccccc1	-17%[87.6 µM]	-5%[88.5 µM]	-26%[172 µM]	-21%[172 µM]	2%[87.6 µM]	-18%[138 µM]	-3
COC(=O)N1CCn2cc(C(=O)Nc3ccc(Cl)cc3Cl)nc2C1	53%[activator]	i	?	/	-1%	?	1
O=C(c1cc(F)ccc1F)N1CCCCC1c1nc(-c2cnccn2)n[nH]1 (stereo not drawn)	-25%	i	5%	-7%	-5%	i	9
O=C(NCc1cccs1)c1nc(-c2ccc(F)cc2)c2cnccn12	-5%[87.6 µM]	?	?	-13%[172 µM]	18%[87.6 µM]	?	12
COCCC1(NS(=O)(=O)c2ccccc2)CCN(S(C)(=O)=O)CC1	1%	-24%	0%	-8%	0%	4%	-5
COCCOCC1(CNCc2nccn2C)C[C@@H](O)[C@@H](O)C1 (stereo partly drawn)	?	-5%[88.5 µM]	-3%[172 µM]	6%[172 µM]	-14%[87.6 µM]	i	1
CCc1noc(-c2cn(C3CCN(C(=O)c4cccc(N(C)C)c4)CC3)nn2)n1	43%[activator]	-9%	?	-13%	-1%	-16%	45
Cc1ccc(CN2CC[C@@H]3[C@H]2C(=O)NC[C@H](CCC(=O)N2CCCC2)N3C)cc1	9%[87.6 µM]	2%[88.5 µM]	-5%[172 µM]	0%[172 µM]	-9%[87.6 µM]	-5%[138 µM]	-3
Cc1ccccc1CN1c2ccccc2-c2nc(SCC(=O)c3ccc(Cl)cc3)ncc2S1(=O)=O	-1%	/	/	/	4%	/	43
Cc1c(C(=O)N2CCC(C)CC2)c(S(=O)(=O)NCc2ccc(Cl)cc2)c(C)n1C	-11%	/	/	/	?	/	-3
Cc1nc2c(c(-c3ccc(O)cc3)n1)CN(C(=O)c1ccccc1)CC2	12%[87.6 µM]	-20%[88.5 µM]	-21%[172 µM]	-3%[172 µM]	8%[87.6 µM]	?	0
COc1ccc(C(=O)n2nc(N)c3cc4ccc(C)cc4nc32)cc1OC	18%	/	/	/	-1%	/	8
Cc1cc(C(=O)N2CCCC3(C2)Nc2cccnc2NC3=NCc2ccccc2)nn1C (stereo not drawn)	16%	i	3%	1%	0%	-12%	0
Cc1cc(C(=O)N[C@@H]2C[C@H](Cn3cc(CN(C)C)nn3)[C@@H](O)[C@H]2O)c(C)o1	3%[87.6 µM]	?	-4%[172 µM]	-3%[172 µM]	-3%[87.6 µM]	4%[174 µM]	2
CN1CCC(N2CC[C@@H](CO)N(C)c3cccnc3C2)CC1	1%[87.6 µM]	-7%[88.5 µM]	i	2%[172 µM]	1%[87.6 µM]	i	8
O=C(Nc1ccccc1)N1CCC2(CCCCO2)CC1	93%[activator]	i	?	?	1%	-11%	21
CC(=O)O[C@@H]1[C@@H](CO)O[C@@](CO)(O[C@H]2O[C@H](COC(=O)/C=C/c3ccccc3)[C@@H](O)[C@H](O)[C@H]2O)[C@H]1O	/	3%[27.3 µM]	/	/	1%[23.9 µM]	/	-15
O=C(c1ccccc1F)N1CCn2c(nn(-c3ccncc3)c2=O)C1	-10%[87.6 µM]	4%[88.5 µM]	?	7%[172 µM]	-4%[87.6 µM]	?	10
Cc1ccc(CN(C(=O)COc2ccc([N+](=O)[O-])cc2)c2ccccn2)o1	47%[activator]	/	/	/	-5%	/	-6
CCCNC(=O)O[C@@H]1CC[C@]2(C)[C@H](CC[C@@H](O)[C@H]2CC(=O)N2CCCC2)[C@]1(C)CO	-25%[87.6 µM]	-3%[88.5 µM]	3%[172 µM]	-3%[172 µM]	-1%[87.6 µM]	-2%[174 µM]	1
CC1CN(S(=O)(=O)c2cccc3cnccc23)CCN1 (stereo not drawn)	-12%	-17%	/	/	9%	/	/
O=C(NCC(F)F)c1nc2sccn2c1Br	36%[activator][87.6 µM]	i	0%[172 µM]	-5%[172 µM]	-6%[87.6 µM]	-7%[138 µM]	5
Fc1ccc(-n2ncc3c(NCCCc4ccccc4)ncnc32)cc1	112%[activator]	/	/	/	24%	/	-9
